# From PubChem
# Rab9 promoter act – Rab9 promoter activation | Huh7 Rab9 promoter-luciferase reporter, luminescence, 24 h | Potency, µM (series often up to 9.22 µM), without a hit: at the top dose activation, negative = inhibition, usual class: activators | actives 2.8% (n = 320,000); note: % of control where 0% means no effect; nearly all actives have a fitted effect of over 60% in size
#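 Using Huh7 cells stably transfected with Rab9 promoter–luciferase, compounds were incubated 24 h at 37 °C, 5% CO2; luciferase luminescence was read 10 min after reagent addition.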
# ELG1 genotox – induces genotoxicity in HEK293T cells with luciferase-tagged ELG1. HEK293T ELG1-luciferase reporter, luminescence, 16 h. Potency, µM (highest dose often 46 µM), without a hit: at the highest dose activity change, positive = activation, hits mostly activators. actives 1.3% (n = 330,000); note: % of control where 0% means no effect; nearly all actives have a fitted effect of over 60% in size
#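 Screening used a luciferase reporter fused to human ELG1 in HEK293T cells. Luminescence was read on a CCD plate imager after 16 hr exposure and 30 min ONE-Glo incubation.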
# uPA generation – cell surface uPA generation inhibition. cell surface uPA generation assay, qHTS. Potency, µM (highest dose often 38.3 µM), inactives show top-dose activity change, negative = inhibition, usual class: inhibitors. actives 0.31% (n = 330,000); active = well fitted inhibition curve with a large enough effect; inconclusive = small, poorly fitted or top-dose-only effect; inactive = no such curve, though single readings can be large or run the other way; tested in mouse RAW 264.7 cells; note: % is set by controls: 0 for no effect and ±100 for the full control effect; nearly all actives have a fitted effect of over 55% in size
# RORg inh – ROR gamma (mouse) transcription inhibition | actives 5.4% (n = 310,000) | Potency, µM (doses to about 53.6 µM), without a hit: at the highest dose activity change, negative = inhibition, most hits filed as inhibitors | Drosophila S2 Gal4-RORgamma UAS-luciferase reporter, 20 h | P51450; note: % is set by controls: 0 for no effect and ±100 for the full control effect; nearly all actives have a fitted effect of over 60% in size
# Target sequence (P51450 whole entry, looked up, the tested form may be a part): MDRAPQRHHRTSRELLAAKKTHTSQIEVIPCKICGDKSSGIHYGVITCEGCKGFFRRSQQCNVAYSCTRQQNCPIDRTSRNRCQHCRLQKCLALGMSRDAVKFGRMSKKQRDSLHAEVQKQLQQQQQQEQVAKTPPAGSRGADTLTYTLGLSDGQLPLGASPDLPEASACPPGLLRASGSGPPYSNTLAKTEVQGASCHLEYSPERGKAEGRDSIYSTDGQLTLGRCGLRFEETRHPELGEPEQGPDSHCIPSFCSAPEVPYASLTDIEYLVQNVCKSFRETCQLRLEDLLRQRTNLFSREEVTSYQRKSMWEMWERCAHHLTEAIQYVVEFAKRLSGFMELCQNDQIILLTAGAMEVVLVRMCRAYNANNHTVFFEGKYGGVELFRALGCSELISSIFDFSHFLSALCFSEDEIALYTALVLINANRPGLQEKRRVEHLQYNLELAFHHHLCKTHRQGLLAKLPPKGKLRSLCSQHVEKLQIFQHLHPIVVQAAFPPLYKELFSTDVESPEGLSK
#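 Schneider cells (Drosophila), stable Gal4 DBD–ROR gamma + UAS-luc; 1 hr cmpd preincubation; Cu2+ induction 700 uM final; 20 hr ambient; luminescence.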
# CXXC DNA block – inhibitors of human MLL CXXC domain-DNA interaction | Potency, µM (highest dose often 115 µM), inactives show at the highest dose activity change, negative = inhibition, most hits filed as inhibitors | actives 0.037% (n = 290,000) | Q03164 | AID 2662 | MLL-CXXC / FITC-HOXA9 DNA fluorescence polarization; active = well fitted inhibition curve with a large enough effect in the polarisation, with a control signal flat, not every such curve was filed as active; inconclusive = small, poorly fitted or top-dose-only effect, or effect the other way, or a change in a side signal; inactive = no such curve, though single readings can be large or run the other way; the % refers to the polarisation
#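 Fluorescence polarization: 7 uM MLL-CXXC (stock) preincubated 5 min with compounds, then 50 nM fluorescein-HOX-A9 DNA (stock) added; 30 min ambient. Buffer 50 mM Tris-HCl pH 7.5, 50 mM NaCl, 1 mM DTT, 0.05% BSA.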
# BRCA1 expr act – increases BRCA1 expression. MCF7-BRCA1-FFLuc reporter, luminescence, 48 h; response scale: scaled: vehicle 0%, 10 µM genistein 100%. Potency, µM (doses to about 46.1 µM), for inactives: at the highest dose activation, usual class: activators. actives 1.1% (n = 380,000); note: nearly all actives have a fitted effect of over 80% in size; some results filed as inactive show a strong effect at the top dose
#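 MCF7 cells carrying a BRCA1-firefly luciferase reporter (2000 cells/well, phenol-red free MEM) were attached for 2 h at 37 °C, then given compounds for 48 h. Luminescence was read 15 min after luciferase reagent; activity normalized to genistein (10 microM) and DMSO.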
# FLuc counter – firefly luciferase modulation, counter-screen for miR-21 project. actives 6.9% (n = 360,000). P08659. Potency, µM (titrated, usually from 57.5 µM), without a hit: top-dose activity change, negative = inhibition, actives largely listed as inhibitors. purified FLuc, Km substrates, luminescence inhibition. AID 588342;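 note: plate controls were vehicle for no effect and reference inhibitor for full effect; nearly all actives have a fitted effect of over 55% in size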
# Target sequence (P08659 whole entry, looked up): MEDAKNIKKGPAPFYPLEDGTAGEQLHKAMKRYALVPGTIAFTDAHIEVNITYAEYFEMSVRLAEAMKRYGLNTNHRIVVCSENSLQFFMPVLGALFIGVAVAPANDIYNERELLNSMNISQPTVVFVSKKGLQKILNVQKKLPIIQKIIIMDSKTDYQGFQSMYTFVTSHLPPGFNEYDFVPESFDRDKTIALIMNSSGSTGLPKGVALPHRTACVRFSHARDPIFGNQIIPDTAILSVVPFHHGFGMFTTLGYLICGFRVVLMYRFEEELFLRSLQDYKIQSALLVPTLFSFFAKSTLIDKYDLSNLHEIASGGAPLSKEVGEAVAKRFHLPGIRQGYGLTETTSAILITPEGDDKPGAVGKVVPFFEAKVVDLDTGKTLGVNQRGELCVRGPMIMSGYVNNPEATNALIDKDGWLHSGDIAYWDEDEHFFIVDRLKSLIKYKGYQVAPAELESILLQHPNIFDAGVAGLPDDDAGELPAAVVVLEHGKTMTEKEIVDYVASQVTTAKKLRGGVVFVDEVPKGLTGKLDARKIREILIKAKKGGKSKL
#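 Biochemical qHTS of compounds, final roughly 60 µM downward over six points, against 10 nM purified firefly luciferase using Km concentrations of substrates (10 uM D-luciferin, 10 uM ATP) in Tris acetate pH 7.5 buffer; luminescence output.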
# NPC1 promoter act – NPC1 promoter activation. Huh7 NPC1 promoter luciferase reporter, 24 h. Potency, µM (top dose mostly 9.22 µM), for the others: at the highest dose activation, hits mostly activators. actives 2.4% (n = 320,000). AID 485313;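 note: % of control where 0% means no effect; nearly all actives have a fitted effect of over 60% in size; reporter is driven by a mutant NPC1 promoter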
#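 Compounds in DMSO were transferred onto Huh7 NPC1-luciferase reporter cells pre-incubated 2 h; after 24 h at 37 °C, Amplite reagent was dispensed and luminescence recorded 10 min later.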
# p53 reactivator – re-activators of mutant p53 | H1299 p53-A138V BP100-luciferase reporter, luminescence, 24 h | Potency, µM (titrated, usually from 92.2 µM), for the others: at the highest dose activity change, positive = activation, hits mostly activators | actives 0.063% (n = 320,000) | AID 504706; note: % of control where 0% means no effect; nearly all actives have a fitted effect of over 45% in size
#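 H1299 (p53-null), stable ts p53-A138V + BP100-Luc; 1000 cells/well, Opti-MEM/10% FBS; cpd 4 pt, 1:5; 24 h, 37 deg C, 5% CO2; detection reagent 10 min RT; luminescence.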
# MBNL1 CUG block – blocks human MBNL1 binding to CUG repeat RNA. Q9NR56. TR-FRET MBNL1-His/biotin-(CUG)12 binding, 665/545 ratio. Potency, µM (top dose mostly 57.5 µM), inactives show at the highest dose activity change, negative = inhibition, hits mostly inhibitors. actives 0.036% (n = 280,000). AID 2675; active = well fitted inhibition curve with a large enough effect in the signal ratio, with a control signal flat, not every such curve was filed as active; inconclusive = small, poorly fitted or top-dose-only effect, or effect the other way, or a change in a side signal; inactive = no such curve, though single readings can be large or run the other way; the % refers to the signal ratio; note: % is set by controls: 0 for no effect and ±100 for the full control effect
#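 TR-FRET readout: Ex 340 nm, 665/545 nm emission ratio, normalized to buffer-only (basal) and MBNL1-(CUG)12 controls. Complex of MBNL1-His with Biotin-(CUG)12, compounds 92 nM–58 uM, incubated 60 min at room temperature.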
# Gal4-VP16 FLuc – counter-screen for ROR gamma inhibitors: Gal4-VP16 reporter; Drosophila S2 Gal4-VP16 UAS-luciferase, luminescence, 20 h; Potency, µM (series often up to 53.6 µM), inactives show top-dose activity, negative = inhibition, usual class: inhibitors; actives 3.5% (n = 310,000); AID 2546;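 note: Gal4-VP16 expression switched on by copper sulfate through the metallothionein promoter; % is set by controls: 0 for no effect and ±100 for the full control effect; nearly all actives have a fitted effect of over 50% in size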
# * marks the source's active call; other numbers are inactive results; ? = inconclusive; / = not tested or not shown; & = joins results of further samples; [ ] = remark or other dose. Unless noted, calls come from the whole dose curve; as a rule, active = well fitted curve in the direction sought with a large enough effect; inconclusive = small, poorly fitted or top-dose-only effect, or another doubt; inactive = no such curve, though single readings can be large; an effect the other way counts as inactive or inconclusive. Potency is the fitted concentration of half-maximal effect. Not all compounds are listed; rates above refer to the full screens.
SMILES,Rab9 promoter act,ELG1 genotox,uPA generation,RORg inh,CXXC DNA block,BRCA1 expr act,FLuc counter,NPC1 promoter act,p53 reactivator,MBNL1 CUG block,Gal4-VP16 FLuc
Cc1c(Cl)cccc1NC(=O)CS(=O)(=O)c1ccccc1,10.0%,1.6%,-1.1%,-2.5%,2.4%,32.5%,1.7%,0.2%,?,-4.2%,4.9%
Cc1ccc(S(=O)(=O)N2CCOCC2)cc1NC(=O)CSc1nnnn1C,1.1%,-0.7%,3.7%,32.7%,?,-10.2%,-2.1%,-4.3%,1.6%,-5.4%,-11.8%
COc1ccc(C2CC(c3cccs3)=NN2C(=O)CSC2=NCCS2)cc1 (stereo not given),0.1%,-5.7%,-7.3%,7.2%,44.3%[activator],-41.1%,-21.6%,-2.9%,0.3%,?,4.6%
CCOC(=O)C1=C(C)C/C(=N\NC(=O)c2ccccc2O)CC1,?,25.9%,1.1%,5.01µM*,-3.4%,9.8%,7.57µM*,?,12.2%,-9.4%,10µM*
Cn1c(=O)c2c(nc(N3CCCC3)n2C)n(C)c1=O,-0.1%,0.0%,-1.6%,-0.5%,24.4%,1.6%,-0.7%,-3.6%,-2.2%,-5.9%,-1.0%
CCN(C(=O)COC(=O)CNC(=O)c1sc2ccccc2c1Cl)C1CCCCC1,3.3%,2.3%,0.0%,/,/,3.8%,12µM*,-3.6%,2.6%,/,/
CC(C)CCOc1ccc(C(=O)C[N+]2(C)CCOCC2)cc1,-0.5%,0.6%,2.5%,-15.3%,-3.7%,-24.0%,5.8%,-1.7%,-2.1%,-1.7%,-2.7%
CC(NC(=O)CN(Cc1ccccc1)S(=O)(=O)c1ccccc1)c1cccnc1 (stereo not given),-1.7%,0.0%,5.6%,/,/,-25.5%,/,-2.5%,-9.0%,/,/
COc1ccc(CNC(=O)C2CCCN(S(=O)(=O)N3CCC(C)CC3)C2)c(OC)c1 (stereo not given),0.8%,-7.3%,0.1%,-13.0%,60.5%[activator],-10.5%,-0.3%,-2.2%,6.2%,-8.8%,-4.0%
CCNC(=S)Nc1cccc(S(=O)(=O)Nc2ccccc2OC)c1,-0.8%,0.9%,0.9%,?,7.2%,11.6%,6.4%,2.7%,-3.1%,-11.8%,?
O=[N+]([O-])c1ccc(O)c(/C=N/Nc2ccccc2[N+](=O)[O-])c1,?,-5.8%,4.0%,?,-13.9%,20.4%,?,?,?,4.2%,-15.0%
O=C(NC1CC1)C1CCN(c2ccc(S(=O)(=O)N3CCOCC3)cc2Cl)CC1,12.9%,-8.8%,/,21.9%,-5.4%,-20.5%,1.1%,-1.7%,3.3%,-6.5%,4.6%
CS(=O)(=O)Nc1ccc2c3c(cccc13)CC2,-0.1%,-2.7%,-5.8%,-2.2%,13.4%,3.7%,2.5%,-3.9%,6.0%,7.4%,1.0%
Cc1ccccc1NS(=O)(=O)c1ccc(OCC(=O)N2CCCC2)cc1,16.3%,-5.7%,-3.8%,0.0%,-12.7%,-13.3%,0.6%,19.1%,-0.6%,11.9%,-11.2%
CCOc1ccc(/C=N/n2cnnc2)cc1,-3.4%,-0.6%,/,14.6%,3.2%,1.8%,3.7%,-1.6%,-4.9%,-3.2%,-4.6%
COc1ccc(C2CC(c3cccs3)=NN2C(=O)COC(=O)C2CCCCC2)cc1OC (stereo not given),-10.5%,-0.8%,4.1%,10.1%,-1.9%,-3.9%,1.3%,-10.7%,-4.4%,-0.9%,-7.8%[10 µM]
COc1cc(CCC(=O)Nc2ccc(S(=O)(=O)N3CCOCC3)cc2)cc(OC)c1OC,-6.6%,1.7%,-1.8%,/,/,-7.4%,5.5%,-1.0%,6.5%,/,/
CCCCN(CCCC)CCCNC(=O)CC1Oc2ccc(C)cc2NC1=O (stereo not given),-11.8%,-1.7%,-3.5%,-13.4%,4.7%,-21.8%,3.5%,-1.2%,0.6%,2.5%,-11.7%
CC(C)C(=O)Nc1ccc(N2CCN(C(=O)c3cccs3)CC2)cc1,12.7%,-3.4%,7.2%,6.6%,-2.2%,-8.0%,-1.6%[2.3 µM],-2.0%,3.6%,-2.3%,-1.9%
O=S(=O)(Nc1n[nH]c(C(F)(F)F)n1)c1ccccc1,-0.6%,2.3%,2.4%,-13.5%,-6.3%,-3.1%,-1.0%,-0.3%,9.4%,-9.5%,8.8%
O=[N+]([O-])c1ccc(N/N=C\c2cccn2-c2ccccc2)nc1,-4.0%,-5.5%,12.5%,2.51µM*,6.5%,-54.4%,-2.4%,-4.6%,-4.7%,15.3%,?
COc1cc(C(CCN2CCCC(C)C2)c2c(OC)cc(OC)c3c2OC(=O)CC3c2ccc(N(C)C)cc2)cc(OC)c1OC (stereo not given),-5.4%,2.4%,-1.0%,-10.3%&-31.5%,14.7%,-10.3%,0.6%,-6.5%,2.9%,5.9%,-15.6%&-4.5%
Cc1ccc(N(CC(=O)NC2CCCC2)C(=O)CCC(=O)Nc2nccs2)cc1C,-0.2%,-1.7%,0.5%,1.3%,-12.4%,2.0%,1.3%,-1.1%,0.7%,1.9%,-14.4%
CCOC(=O)C1CCN(C(=O)Nc2ccc(C)c(Cl)c2)CC1,15.4%,1.6%,-3.0%,10.5%,-7.6%,8.3%,?,-1.3%,2.1%,-0.2%,4.4%
COCCN(CCOC)S(=O)(=O)c1ccc(C(=O)Nc2ccc(S(=O)(=O)Nc3nccc(C)n3)cc2)cc1,-5.2%,2.7%,12.2%,19.6%,-0.1%,-1.1%,-0.2%,-5.5%,-0.5%,-3.8%,-1.9%

# In a second layout: results already given.
SMILES	Rab9 promoter act	ELG1 genotox	uPA generation	RORg inh	CXXC DNA block	BRCA1 expr act	FLuc counter	NPC1 promoter act	p53 reactivator	MBNL1 CUG block	Gal4-VP16 FLuc
COc1cc(C(CCN2CCCC(C)C2)c2c(OC)cc(OC)c3c2OC(=O)CC3c2ccc(N(C)C)cc2)cc(OC)c1OC (stereo not given)	-5.4%	2.4%	-1.0%	-10.3%&-31.5%	14.7%	-10.3%	0.6%	-6.5%	2.9%	5.9%	-15.6%&-4.5%
Cc1ccc(N(CC(=O)NC2CCCC2)C(=O)CCC(=O)Nc2nccs2)cc1C	-0.2%	-1.7%	0.5%	1.3%	-12.4%	2.0%	1.3%	-1.1%	0.7%	1.9%	-14.4%

# Following part.
SMILES,Rab9 promoter act,ELG1 genotox,uPA generation,RORg inh,CXXC DNA block,BRCA1 expr act,FLuc counter,NPC1 promoter act,p53 reactivator,MBNL1 CUG block,Gal4-VP16 FLuc
CC(=O)N/C(=N/c1nc(C)cc(C)n1)Nc1ccc(C)cc1Cl,2.1%,-0.2%,9.9%,11.1%,-0.3%,-31.9%,-1.6%,5.5%,-2.5%,1.8%,4.6%
CCN1C(=O)c2ccc(C(=O)Nc3c(C)cc(C)cc3C)cc2C1=O,-0.7%,0.1%,5.4%,-11.0%,2.1%,27.9%,-1.8%,-1.0%,?,6.5%,-7.5%
CCCC(=O)Nc1cccc(NC(=O)c2ccc(C)c([N+](=O)[O-])c2)c1,4.6%,-2.1%,/,29.0%,-1.1%,5.4%,?,-2.4%,-6.1%,?,13.0%
CC(=O)Nc1ccc(C(=O)Nc2cc(C)on2)cc1,10.5%,11.0%,3.6%,27.4%,12.3%,56.2%,-3.5%,5.4%,7.4%,10.9%,-13.0%
c1cc(CN2CCN(C3CCCCCC3)CC2)ccn1,0.7%,-3.5%,-3.7%,28.6%,-3.7%,-10.1%,4.3%,-6.6%,0.0%,-5.8%,1.4%
COc1cc(C2NC(=O)c3ccccc3O2)ccc1OC(C)C (stereo not given),6.1%,2.8%,-3.3%,0.5%,-13.0%,46.5%,1.2%,8.3%,/,-7.8%,7.2%
O=C(CSc1c2c(nc3ccc(Cl)cc13)CCCC2)NCc1ccco1,13.7%,-2.9%,-8.4%,-32.7%,-1.6%,-36.8%,3.1%,-0.2%,-12.0%,18.7%,26.0%
Cc1ccc(NC(=O)c2ccc(CSc3nnnn3C)cc2)cc1,1.58µM*,?,-8.4%,8.2%,-7.0%,?,4.78µM*,2µM*,11.6%,0.4%,2.1%
O=C(CSc1ncnc2c1nnn2-c1ccc(F)cc1)NCc1ccco1,-3.1%,-0.4%,-5.7%,?,-22.1%,-19.5%,-16.2%,-4.1%,20.3%,4.7%,0.9%
CCOc1ccccc1N1CCN(CC(=O)Nc2cc(C)on2)CC1,-1.5%,-4.4%,/,-11.8%,6.0%,-0.8%,-2.2%,6.8%,1.3%,-3.5%,0.4%
